Screening results: PubChem BioAssay, several laboratories
Kir21 block – Kir2.1 (mouse) channel inhibition. HEK293-Kir2.1, FluxOR thallium flux fluorescence; active compounds read low. B-score at 10 µM. P35561. AID 1672. 0.85% of 310,000 active;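 active = fluorescence ratio B-score at or below minus 3 SD of library scores, with starting-brightness B-score within 2 SD, cut at about -4.2 in these data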;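 note: channel flux triggered by added potassium and thallium sulfate stimulus; B-score of peak minus minimum fluorescence over baseline after thallium stimulus; more negative B-score means stronger Kir2.1 block with less thallium influx; some compounds called inactive have numbers as strong as hits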
Target sequence (P35561 whole entry, looked up): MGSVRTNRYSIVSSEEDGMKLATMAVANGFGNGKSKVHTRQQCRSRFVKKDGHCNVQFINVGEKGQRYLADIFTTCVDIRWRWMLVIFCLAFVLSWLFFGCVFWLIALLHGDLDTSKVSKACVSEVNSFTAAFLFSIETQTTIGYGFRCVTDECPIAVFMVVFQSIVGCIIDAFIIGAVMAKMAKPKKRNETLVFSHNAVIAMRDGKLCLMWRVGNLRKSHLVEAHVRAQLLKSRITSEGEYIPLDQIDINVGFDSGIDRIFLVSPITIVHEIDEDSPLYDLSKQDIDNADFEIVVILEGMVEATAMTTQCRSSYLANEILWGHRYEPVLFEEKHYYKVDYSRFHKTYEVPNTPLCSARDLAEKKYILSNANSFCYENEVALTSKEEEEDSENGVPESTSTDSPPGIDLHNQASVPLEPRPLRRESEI
STK33 inh – blocks human STK33 kinase activity; purified STK33, MBP phosphorylation, ADP-Glo luminescence; 0.073% of 320,000 active; inhibition, % at 10 µM; AID 2661; Q9BYT3;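 active = inhibition at or above 25%, using the most active replicate where run in duplicate; inactive = inhibition below 25%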
Target sequence (Q9BYT3 whole entry, looked up): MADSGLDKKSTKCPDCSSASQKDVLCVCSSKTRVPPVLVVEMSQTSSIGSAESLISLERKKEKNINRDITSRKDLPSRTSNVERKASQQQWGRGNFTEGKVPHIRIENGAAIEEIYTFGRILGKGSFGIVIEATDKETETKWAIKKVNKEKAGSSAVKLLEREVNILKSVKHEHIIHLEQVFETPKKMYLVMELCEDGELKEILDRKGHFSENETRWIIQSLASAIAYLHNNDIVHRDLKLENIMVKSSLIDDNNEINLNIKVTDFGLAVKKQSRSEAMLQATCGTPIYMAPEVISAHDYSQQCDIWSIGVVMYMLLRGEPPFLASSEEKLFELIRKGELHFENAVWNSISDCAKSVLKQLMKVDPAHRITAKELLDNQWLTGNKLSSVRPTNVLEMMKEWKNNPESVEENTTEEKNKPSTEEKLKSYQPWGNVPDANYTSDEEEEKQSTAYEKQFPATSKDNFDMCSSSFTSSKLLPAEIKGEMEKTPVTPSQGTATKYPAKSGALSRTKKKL
KCNQ2 block – KCNQ2 potassium channel inhibitors, primary screen, cell-based, CHO-K1, FluxOR thallium flux, B-score (AID 2156); 20 min; active compounds read low; B-score at 10 µM; 1.1% of 310,000 active;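 active = fluorescence ratio B-score at most minus 3 library SDs, with starting brightness B-score within 2 library SDs, cut at about -5.5 in these data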
Active calls of the source: *; i = inactive; / = no result given; & = joins results of further samples.

SMILES	KCNQ2 block	Kir21 block	STK33 inh
Cc1cccc(COc2ccc(/C=N/NC(=O)c3nnn(-c4nonc4N)c3C)cc2)c1	i	0.06	0.1
Cc1cc2oc(=O)cc(COC(=O)Cn3cnnn3)c2cc1C(C)C	i	0.53	1.4
Cc1ccnc(SCC(=O)c2cccs2)n1	i	0.31	0.0
Cc1ccc(CNC(=O)C2CCCN(S(=O)(=O)c3ccc(-n4cnnn4)cc3)C2)cc1 (configuration not stated)	i	0.18	-1.2
Clc1ccccc1CN1CCc2sccc2C1	i	-0.05&1.6	-2.8&-1.1
CCOc1ccc(CN2CCNC(=O)C2CC(=O)NCc2ccccn2)cc1 (configuration not stated)	i	1.8	-0.9
O=C(CN1CCCCC1)N1CCCc2ccccc21	i	0.62	0.0
COC(=O)c1ccccc1NC(=O)c1c(O)c2c([nH]c1=O)CCCC2	i	2.7	0.4
Nc1[nH]c(=O)nc(Nc2ccccc2)c1N=O	i	0.57	-0.8
COc1ccc(N(CC(=O)N2CCN(c3cccc(Cl)c3)CC2)S(=O)(=O)c2c(C)noc2C)cc1	i	1.4	-1.4
O=C(CN1C(=O)CSc2ccc(S(=O)(=O)N3CCCCC3)cc21)NCc1ccccc1	i	-0.03	-0.5
O=C(Nc1ccccc1C(=O)O)c1cccc(NS(=O)(=O)c2ccc(Br)cc2)c1	i	2.5	-0.3
CN(c1ccccc1)S(=O)(=O)c1ccc(C(=O)NCCc2ccc(F)cc2)cc1	i	0.09	-0.9
CCOc1ccc(NC(=O)[C@H](Cc2ccccc2)NC(=O)C2CCNCC2)cc1	i	1.3	-1.2
CCOC(=O)Cn1c(-c2cccnc2Cl)nc2cc(Cl)c(Cl)cc21	i	-1.9	-0.7
Cc1ccccc1OCC(=O)N(Cc1nc(-c2ccccc2)no1)C(C)C	i	0.45	-0.7
O=C1NCN(c2ccccc2)C12CCN(c1nnnn1-c1ccccc1)CC2	i	-0.14	-0.9
O=C(NC1=NCCS1)c1ccc(N2CCCC2=O)cc1	i	-0.83	-1.9
Cn1c(=O)c(Sc2ccccc2)c(O)c2ccccc21	i	-1.4	-2.0
O=C(CCN1C(=O)/C(=C\c2ccccc2)SC1=S)NNC(=O)c1ccncc1	i	0.99	0.0
CC(=O)N1N=C(c2ccccc2)CC1c1ccccc1[N+](=O)[O-] (configuration not stated)	i	-0.82	-0.9
CN1C(=O)OC2(C)CCc3ccccc3C12C (configuration not stated)	i	-0.23	-0.1
CCOC(=O)c1csc(Nc2nc3ccc(F)cc3s2)n1	i	-1.6	-0.9
CC(=O)N1CN(C2CC(C)(C)NC(C)(C)C2)Cc2c1sc1c2CCCC1	i	-0.28	-0.8
CCCn1c(C)c(C(=O)OCC)c(O)c(-c2ccccc2)c1=O	i	0	-1.9
C=CCn1c(N)cc(=O)nc1SCC(=O)Nc1ccc(C(=O)OCC)cc1	i	-1.4	-0.9
Cc1ccc(CN2CCN(/N=C\C(Br)=C\c3ccccc3)CC2)cc1	i	-0.06	-0.3
Cc1nc(CSc2nsc(C)c2C#N)cs1	i	0.82	-0.8
COc1ccc(C2=NOC(C(=O)NC3CCCCC3)C2)cc1OC (configuration not stated)	i	1.1	-1.4
Cc1ccc(S(=O)(=O)N2CCCCC2)c(C)c1NS(C)(=O)=O	i	-0.75	-0.1
O=C(NCc1ccc(F)cc1)c1cccs1	i	-1.2	0.0
Cc1nnsc1C(=O)N1CCN(c2ccc(F)cc2)CC1	i	0.57	-3.7
CC(C)N1C(=O)N(c2ccc(Cl)cc2)C(C)(O)CC1(C)C (configuration not stated)	i	-0.81	-0.2
CC1CCc2[nH]c3ccc(C(=O)N(C)CC(=O)Nc4ccccc4Br)cc3c2C1 (configuration not stated)	i	-0.97	-0.8
CCOC(=O)C1CC=C(Cl)CC1C(=O)Nc1nccs1 (configuration not stated)	i	1.3	0.9
Cc1ccc(Nc2ncnc(N)n2)cc1C	i	0.45	-1.5
Cc1cccc(N2C(=O)CC(N(O)c3ccccc3)C2=O)c1 (configuration not stated)	i	0.58	0.4
Cc1cc(-c2c(C)[nH]n(-c3ccccc3)c2=O)n[nH]1	i	-0.11	-1.8
Nn1c(Cc2ccccc2F)nnc1SCC(=O)Nc1cccc(S(=O)(=O)NC2=NCCCCC2)c1	i	1.9	-1.4
COC(=O)c1nc2ccccn2c1F	i	-0.16	-1.5
CC(C)(C)NC(=O)C(c1ccccn1)N(C(=O)C1CSC(=O)C1)c1ccc(F)cc1 (configuration not stated)	i	-0.1	-2.3
Cc1ccc(N2CC(C(=O)NCc3n[nH]c(=O)c4ccccc34)CC2=O)cc1 (configuration not stated)	i	-0.49	-1.1
CN(C)S(=O)(=O)c1ccc2c(c1)nc(CCC(=O)NCC1CCCCC1)n2C	i	-1.4	-0.5
O=C(CSc1nc(O)c(C2CCCCC2)c(=O)[nH]1)Nc1ccccc1Cl	i	0.33	-0.4
COC(=O)c1ccc(CNC(=O)C2CCC(=O)N(CCCc3ccccc3)C2)cc1 (configuration not stated)	i	-1.8	0.8
CN1CCN(S(=O)(=O)c2cccc(C(=O)Nc3ccccc3N3CCOCC3)c2)CC1	i	0.99	0.3
COc1ccc(CN(C)C(=O)c2cc(-c3ccccc3)nc3ccc(C)cc23)c(OC)c1OC	-5.7*	-0.8	0.1
Cc1cc(C)cc(C(=O)N2CCC3(CC2)NCCc2[nH]cnc23)c1	i	1.3	-1.9

Reprinted at random: 3 entries already listed.
SMILES	KCNQ2 block	Kir21 block	STK33 inh
Cc1ccc(N2CC(C(=O)NCc3n[nH]c(=O)c4ccccc34)CC2=O)cc1 (configuration not stated)	i	-0.49	-1.1
CC(C)(C)NC(=O)C(c1ccccn1)N(C(=O)C1CSC(=O)C1)c1ccc(F)cc1 (configuration not stated)	i	-0.1	-2.3
COc1ccc(CN(C)C(=O)c2cc(-c3ccccc3)nc3ccc(C)cc23)c(OC)c1OC	-5.7*	-0.8	0.1

(next part)
SMILES	KCNQ2 block	Kir21 block	STK33 inh
C=CCN(C(=O)CCc1ccccc1OC)c1nc(-c2ccc(S(C)(=O)=O)cc2)cs1	i	-1.6	6.7
O=S1(=O)c2cccc3cccc(c23)N1Cc1ccc(-c2nnco2)cc1	i	-0.67	-0.9
COc1ccc(C(=O)NCc2ccccc2)cc1Br	i	-0.52	-1.7
COC(=O)Cn1nc(-c2ccc(C)cc2)c2ccccc2c1=O	i	0.06	-1.6
COc1ccc2oc(C(=O)OCC(=O)N(C)c3ccccc3)c(C)c2c1	i	-1.2	-0.7
Brc1ccc(-c2nc3ccccc3s2)s1	i	-3.2	1.4
O=C(Nc1cc(C(F)(F)F)ccc1Cl)C(=O)N1CCCCC1	i	1.4	-1.2
Cn1nccc1C(=O)N1CCCC(C(=O)c2ccc(Oc3ccccc3)cc2)C1 (configuration not stated)	i	0.64	-0.5
CC(C)(C)C(=O)NC(=S)N1CCOCC1	i	0.23	-1.5
CC(C)(C)c1ccc(S(=O)(=O)CC(O)CSc2nc3c(cc2C#N)CCCC3)cc1 (configuration not stated)	i	-1.8	0.6
Cc1cccc(N2CCN(C(=O)C3CCCN(S(=O)(=O)c4cnc[nH]4)C3)CC2C)c1 (configuration not stated)	i	-0.11	-1.6
N#Cc1ccsc1NC(=O)CN1CCN(c2ccc(O)cc2)CC1	i	-0.52	-1.4
CCOc1ccc(NC(=S)Nc2cccc3ccccc23)cc1	i	-0.3	0.2
O=S(=O)(Nc1cccc(-c2ccc3nncn3n2)c1)c1ccccc1F	i	-1.1	2.8
Cc1ccc(-c2nnc(NCc3nc4ccccc4[nH]3)c3ccccc23)cc1S(=O)(=O)N1CCCCC1	i	-0.67	/
COc1ccc2[nH]c(=O)c(CN(Cc3ccco3)Cc3nnnn3Cc3ccccc3)cc2c1	i	-0.25	1.1
Cc1ccc(-n2cc(CN3CCNC(=O)CC3)c(-c3cccc(C)c3)n2)cc1	i	0	-0.5
CC1CC(=O)N(c2ccc(N(C)Cc3ccccc3)c([N+](=O)[O-])c2)C1=O (configuration not stated)	i	-0.68	-0.7
COc1ccc(C(NC(=O)CC(C)C)c2c(O)ccc3ccccc23)cc1 (configuration not stated)	i	-0.09	-1.0
CCN(C(=O)COC(=O)C(Cc1ccccc1)N1C(=O)c2ccccc2C1=O)C1CCS(=O)(=O)C1 (configuration not stated)	i	-0.07	-1.5
COc1ccc(C(=O)c2c(N)sc3c2CCN(C)C3)cc1	i	0	1.0
O=C(Nc1cccc(C(F)(F)F)c1)c1sc(Cl)nc1C(F)(F)F	i	0.01	-1.1
c1ccc(Cn2nnc3cnccc32)cc1	i	-2.4	-1.9
C/C(=N/NS(=O)(=O)c1ccccc1)c1ccc(NC(=O)C2CC2)cc1	i	1.5	7.4

In the list so far, these have a cyano group:
SMILES	KCNQ2 block	Kir21 block	STK33 inh
Cc1nc(CSc2nsc(C)c2C#N)cs1	i	0.82	-0.8
CC(C)(C)c1ccc(S(=O)(=O)CC(O)CSc2nc3c(cc2C#N)CCCC3)cc1 (configuration not stated)	i	-1.8	0.6
N#Cc1ccsc1NC(=O)CN1CCN(c2ccc(O)cc2)CC1	i	-0.52	-1.4

Remaining list, next part:
SMILES	KCNQ2 block	Kir21 block	STK33 inh
C/C(=N\NC(=O)CCCNc1cccc(C)c1)c1ccncc1	i	-0.76	0.3
Cc1ccc(CNC(=O)c2ccc(C)s2)cc1	i	2.2	-1.8
COc1ccc(NS(=O)(=O)c2ccc(N/N=C(\C)c3ccncc3)c([N+](=O)[O-])c2)cc1	i	-0.23	-1.2
COc1nccnc1NS(=O)(=O)c1ccc(N)cc1	i	-0.48	/
COc1ccc(N(C(=O)c2cccnc2)S(=O)(=O)c2cccc([N+](=O)[O-])c2)cc1	i	-1.9	-0.8
COc1ccc(OC)c(C(=O)NC2CC(C)(C)Cc3c2cnn3-c2ccccc2)c1 (configuration not stated)	i	-0.54	/
Cc1cccc(CN2CCN(C3CCCC3)C(CCO)C2)n1 (configuration not stated)	i	0.8	0.7
C=CCN(CC=C)C(=O)c1cccc(OC2CCN(CC(C)(C)C)CC2)c1	i	1.9	-1.4
O=C1c2ccccc2C(=O)c2c(NCCCN(CCO)CCO)cccc21	i	-2.8	/
CN(C(=O)Cc1noc2ccccc12)c1ccccc1	i	-0.56	-4.0
CN1C(=S)N(c2cccnc2)C(=O)/C1=C\c1ccc(N(C)C)cc1	i	-1.7	/
Cn1c(N2CCC(C(N)=O)CC2)nc2c1c(=O)n(Cc1ccc(Br)cc1)c(=O)n2C	i	0.14	1.2
CC(C)CC(=O)/C(=C/c1ccc(N(C)C)cc1)n1cncn1	i	-1.6	0.6
O=C1CC(C2CCCO2)C(=O)N1c1cccc(Cl)c1 (configuration not stated)	i	0.54	1.5
N#C/C(=C\c1ccc(-c2ccc(C(=O)O)cc2)o1)C(=O)NCC1CCCO1 (configuration not stated)	i	-0.73	0.1
CC(=O)c1ccc(NC(=O)CSc2ccc(-c3sc(C)nc3C)nn2)cc1	i	0	0.8
Fc1ccccc1CSc1nncn1NCc1cccs1	i	-2.4	0.1
Cc1cc(/C=N/NC(=O)CC2(C)OCCO2)c(C)n1-c1cc(Cl)cc(Cl)c1	i	0.21	2.5
C[C@@H]1C=C(C(=O)N2CCN(C)CC2)O[C@H](OCc2ccc(CO)cc2)C1	i	-0.99	-0.3
Cn1c(SCC(=O)Nc2ccc(Br)cc2F)nnc1-c1ccco1	i	2.2	-0.3
COc1ccc(C2(CNC(=O)c3cccc([N+](=O)[O-])c3)CCOCC2)cc1	i	0.64	-2.5
COC(=O)C1[C@H]2C(=O)N(Cc3cccs3)C[C@]23C=C[C@H]1O3 (some centres not stated)	i	1.3	-2.0
COc1ccc(C(=O)CC(=O)c2ccccc2)cc1	i	-0.27	-0.8
COc1cccc(NC(=O)C2C3C=CC(O3)C2C(=O)NCc2cccnc2)c1 (configuration not stated)	i	-4.3	-0.3
O=C(Nc1ccc(F)c(Cl)c1)C1CC(=O)n2c(nc3ccccc32)N1 (configuration not stated)	i	-0.88	-1.3
c1ccc2c(c1)OCc1cn[nH]c1-2	i	-0.25	0.6
Cc1ccc(CNC(=O)CCCn2c(=O)c3ccccc3n(CC(=O)NCc3ccco3)c2=O)cc1	i	1.2	-2.7
CCn1c2ccccc2c2cc(/C=N/O)ccc21	i	-1.5	-0.9
CC(=O)c1cccc(NC(=S)NCCc2ccc(F)cc2)c1	i	0.15	0.1
COC(=O)c1ccc(CON2C(=O)c3ccccc3C2=O)cc1	i	-0.54	-0.1
Cc1n[nH]c(=O)c2c(NC(=O)COC(=O)Cc3c(F)cccc3Cl)oc(C)c12	i	0.19	0.4
CCc1cc(=O)n2c([nH]c3ccccc32)c1C#N	i	1.1	-0.2
COc1cc([N+](=O)[O-])ccc1NC(=S)Nc1cc(C(=O)OC(C)C)cc(C(=O)OC(C)C)c1	i	0.19	-1.4
CSc1nc2ccccc2cc1/C=C(\C#N)c1ccc(Cl)c(Cl)c1	i	0.52	-2.0
COc1cc(NC(=O)C/C(C)=N/NC(=O)C(=O)NC2CCCCC2)c(OC)cc1Cl	i	-2.1	-1.8
COc1cccc(NC(=O)CSc2nnc(-c3cccs3)n2C)c1	i	0.45	-0.8
